Assay outcomes: PubChem BioAssay, National Center for Advancing Translational Sciences (NCATS)
BCR signal inh = chronic active BCR signaling inhibition. ABC-DLBCL IkBa-CBG/CBR reporter, luminescence ratio, 4 h. Potency, µM (series often up to 46.1 µM), without a hit: at the top dose ratio change, negative = lower green/red ratio, most hits filed as inhibitors. 340,000 compounds, 0.05% hits. AID 493014; active = well fitted inhibition curve with a large enough effect in the signal ratio, with a control signal flat, not every such curve was filed as active; inconclusive = small, poorly fitted or top-dose-only effect, or effect the other way, or a change in a side signal; the % refers to the signal ratio;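 note: potency is the fitted concentration of half-maximal effect; plate controls were basal doxycycline-induced cells for no effect and cells given 10 µM MG132 for full effect; MG132 reads +100%, hits lower the ratio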
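TMD8 human ABC-DLBCL cells with doxycycline-inducible IκBα–green luciferase fusion and unfused red luciferase, in 0.5% FBS medium; compounds up to 46 uM, 4 h at 37C. Green/red luminescence ratio, filter-overlap corrected, fitted to concentration-response curves.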
FBPA coupling cs = coupling enzyme interference in Giardia aldolase counter-screen | coupling enzyme system counterscreen, AmpLite Red fluorescence | activity change, negative = inhibition, % at 58.2 µM, hits read low | 290,000 compounds, 0.67% hits; in the data active = activity change below about -30%
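Fluorescence at 525 nm excitation and 598 nm emission measured inhibition of the coupled detection system without aldolase. Compounds (at 57.5 uM final) were preincubated 10 min at room temperature with coupling enzyme reagent before a 20 min substrate/AmpLite Red step.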
PKM2 activator = activators of human pyruvate kinase M2. P14618. purified PKM2, Kinase-Glo ATP luminescence, activation; response scale: 0% is enzyme alone, no compound. Potency, µM (titrated, usually from 57.5 µM), for the others: at the top dose activation, most hits filed as activators. 260,000 compounds, 0.34% hits; note: potency is the fitted concentration of half-maximal effect; nearly all actives have a fitted effect of over 55% in size
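hPK-M2, >95% pure; 0.1 mM ADP / 0.5 mM PEP final; imidazole pH7.2 buffer w/ 7 mM MgCl2, 50 mM KCl; 1 h RT; Kinase-Glo lum. Intermediate enzyme activity for dual inhibitor/activator qHTS.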
Eya2 inh = Eya2 (human) phosphatase inhibition. 330,000 compounds, 0.006% hits. Potency, µM (series often up to 76.9 µM), for inactives: at the highest dose activity, negative = inhibition, actives largely listed as inhibitors. recombinant Eya2, OMFP fluorescence dephosphorylation (OMFP is methylfluorescein phosphate); note: potency is the fitted concentration of half-maximal effect
Target sequence (O00167 whole entry, looked up): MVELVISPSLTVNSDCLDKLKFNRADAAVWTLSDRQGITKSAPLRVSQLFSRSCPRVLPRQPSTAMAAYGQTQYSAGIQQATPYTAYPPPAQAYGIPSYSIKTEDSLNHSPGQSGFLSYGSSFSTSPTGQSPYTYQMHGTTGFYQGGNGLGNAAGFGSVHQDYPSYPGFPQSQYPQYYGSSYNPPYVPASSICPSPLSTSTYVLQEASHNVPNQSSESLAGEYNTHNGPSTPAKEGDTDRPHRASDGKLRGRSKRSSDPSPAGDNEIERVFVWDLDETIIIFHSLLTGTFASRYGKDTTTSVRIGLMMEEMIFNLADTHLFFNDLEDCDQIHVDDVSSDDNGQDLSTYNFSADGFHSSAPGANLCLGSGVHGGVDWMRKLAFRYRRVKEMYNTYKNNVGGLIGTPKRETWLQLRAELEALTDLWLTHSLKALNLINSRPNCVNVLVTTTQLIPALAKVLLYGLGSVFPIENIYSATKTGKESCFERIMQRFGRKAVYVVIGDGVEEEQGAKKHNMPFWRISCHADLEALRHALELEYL
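Eya2 protein (added as 0.2 uM solution) was preincubated with compound for 10 min at ambient temperature in 50 mM HEPES pH 7.5, 50 mM NaCl, 5 uM MgCl2, 0.05% BSA, 1 mM DTT. OMFP (added at 50 uM) then reacted 10 min; fluorescence read at 485/525 nm.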
Starred values were filed as active, the others as inactive; ? = inconclusive; · = not tested or not shown; & = joins results of further samples. Unless noted, calls come from the whole dose curve; as a rule, active = well fitted curve in the direction sought with a large enough effect; inconclusive = small, poorly fitted or top-dose-only effect, or another doubt; inactive = no such curve, though single readings can be large; an effect the other way counts as inactive or inconclusive. Unless noted, % is set by controls: 0 for no effect and ±100 for the full control effect. Some of the compounds tested, so the mix of outcomes need not match the whole.

SMILES	BCR signal inh	FBPA coupling cs	PKM2 activator	Eya2 inh
O=C1NC(=O)c2cc(Nc3ccccc3)c(Nc3ccccc3)cc21	·	2	·	-11%
NC(=O)CC[C@H](N)C(=O)O	·	2	·	2%
NC[C@@H]1O[C@H](c2ccccc2)Cc2c1ccc(O)c2O	·	-13	·	3%
CCCCCCCC/C=C\CCCCCCCC(=O)NCc1ccc(O)c(OC)c1	·	-11	·	-9%
Brc1c(Br)c(Br)c2[nH]cnc2c1Br	·	4	·	-10%
CCCCCCCCCCC/C=C\C(C)(C)/C=C\CCCC(=O)O	·	3	·	-8%
O=[N+]([O-])c1cccc2c(Br)[nH]nc12	·	-2&0&-5	·	-3%
CC(C)(C)c1ccc(/C=C/C(=O)Nc2ccc3c(c2)OCCO3)cc1	·	0	0%	-1%
Nc1ncnc2nc(-c3ccc(N4CCOCC4)nc3)cc(-c3cccc(Br)c3)c12	·	-1	4%	-4%
OC(CN1CCC(Cc2ccc(F)cc2)CC1)c1ccc(Cl)cc1 (centres undefined)	·	1	5%	-6%
CCCCCCCCCCC(C)(C)C(=O)Nc1c(OC)cc(OC)cc1OC	·	-1	2%	-3%
CCCCN(CC)CCCNC(=O)c1ccc2c(c1)NC(=O)CN2C	-3%	·	·	·
COc1cc2c(cc1OC)C(COc1ccc(F)cc1)N(C(=O)C(C)C)CC2 (centres undefined)	-7%	·	·	·
COc1ccc2sc(N(Cc3cccnc3)C(=O)C3COc4ccccc4O3)nc2c1 (centres undefined)	-14%	·	·	·
COc1ccc(CNC(=O)C(=O)NCC(c2ccco2)S(=O)(=O)c2ccc(C)cc2)cc1 (centres undefined)	0%	·	·	·
Nc1nc(Nc2cccc(C(F)(F)F)c2)sc1C(=O)c1ccccc1	?	·	·	·
COc1cccc(C2C(=O)N(C3CCCCC3)CC(=O)N2CCc2ccc(OC)c(OC)c2)c1 (centres undefined)	0%	·	·	·
CN(C)S(=O)(=O)c1ccc(C(=O)NC2CC(=O)N(c3ccc4c(c3)OCCO4)C2)cc1 (centres undefined)	-13%	·	·	·
CCOc1cccc(CC(=O)NCc2ccc3c(c2)CCN3C(=O)c2ccc(F)cc2)c1OCC	20%	·	·	·
CCOc1ccc(-n2cc(-c3ccccc3)c3c(NC4CCCCC4)ncnc32)cc1	?	·	·	·
CC(C)OCCCn1c(SCC(=O)Nc2ccc(F)cc2)nc2c(sc3ccccc32)c1=O	5%	·	·	·
O=C(NCCc1ccc(Cl)cc1)c1ccc2c(c1)N(Cc1ccc(F)cc1)C(=O)CS2	8%	·	·	·
CCOc1cc2[nH]c(=O)n(CCCC(=O)N3CCN(c4ccc(OC)cc4)CC3)c(=O)c2cc1OCC	-13%	·	·	·
CCOc1cccc(NC(=O)C2CC(=O)N(C)C(=Nc3ccc(OC)cc3)S2)c1 (centres undefined)	-4%	·	·	·
CCOc1ccc(-c2cc(C(=O)N3CCN(c4cccc(C)c4)C(C)C3)c3ccccc3n2)cc1 (centres undefined)	-12%	·	·	·
Cc1ccc(N2CC(NC(=O)c3ccc(S(=O)(=O)N(C)C)cc3)CC2=O)cc1C (centres undefined)	0%	·	·	·
COc1ccc(N2CC(NC(=O)c3ccco3)CC2=O)cc1 (centres undefined)	-1%	·	·	·
CCOc1ccccc1C1C(C(=O)Nc2ccccc2)=C(C)Nc2nc(SCC(=O)c3ccc(C)cc3)nn21 (centres undefined)	?	·	·	·
CCOc1ccc(-c2ccc(CO)o2)cc1N	1%	·	·	·
CCOc1ccc(NC(=O)c2c(NCc3cc(OC)c(OC)cc3OC)sc3c2CCCC3)cc1	?	·	·	·
Cc1cccc(NS(=O)(=O)c2ccc3c(c2)n(C)c(=O)n3C)c1C	9%	·	·	·
CCOc1ccccc1NC(=O)CSc1nc(=O)[nH]c2c1CCCC2	-21%	·	·	·
Cc1ccc(-n2ncc3c(N4CCC(C)CC4)ncnc32)cc1C	?	·	·	·
Cc1c(C(=O)Nc2ccc(F)c(F)c2)oc2ccc(S(=O)(=O)N3CCC4(CC3)OCCO4)cc12	1%	·	·	·
COc1cccc(N2CCN(C(=O)C3CCN(S(=O)(=O)c4cccc5nonc45)CC3)CC2)c1	2%	·	·	·
O=C(NCC(c1cccs1)S(=O)(=O)c1cccs1)c1ccc(F)c(F)c1 (centres undefined)	6%	·	·	·
COc1ccc(NC(=O)c2c(NCc3cccs3)sc3c2CCC(C)C3)c(OC)c1 (centres undefined)	-6%	·	·	·
CCOc1ccc(-c2cc(C(=O)NC(C)c3ccccc3)c3ccccc3n2)cc1 (centres undefined)	-4%	·	·	·
Cc1ccccc1NC(=O)c1ccc(F)c(S(=O)(=O)N(C)Cc2ccccc2)c1	-2%	·	·	·
O=C(Nc1ccc(C(F)(F)F)cc1)C1(c2cccs2)CCOCC1	9%	·	·	·
CC(=O)C1=C(c2cccc([N+](=O)[O-])c2)N(C(C)=O)n2c(nnc2-c2ccc(C)cc2)S1	?	·	·	·
COc1ccc2oc(=O)c(-c3cn4c(n3)sc3cc(F)ccc34)cc2c1	?	·	·	·
CCC(=O)C1=C(c2ccccc2)N(C(=O)CC)n2c(nnc2C2CCCCC2)S1	0%	·	·	·
Cc1cccn2c(=O)c(C(=O)N3CCN(c4ccc(Cl)cc4)CC3)cnc12	9%	·	·	·
CC(C)c1ccc(N2C(=O)N(Cc3ccccc3Cl)c3ccccc3S2(=O)=O)cc1	?	·	·	·
Cc1ccc(C(=O)NCc2ccc3c(c2)CCN3C(=O)c2ccc(C)cc2)cc1	-1%	·	·	·
CC(=O)Nc1cc(C(=O)NCc2ccc(C)cc2)ccc1Sc1ccc(C)cc1	5%	·	·	·
O=C(Cn1nc(-c2ccccc2)nc(Cc2ccccc2)c1=O)Nc1ccc(Cl)cc1	2%	·	·	·
COc1ccc(CCNC(=O)c2ccc3c(c2)N(Cc2cccc(Cl)c2)C(=O)c2ccccc2S3=O)cc1OC (centres undefined)	16%	·	·	·
O=C(CSc1ccccc1)NCc1ccc2c(c1)CCN2C(=O)c1ccccc1	6%	·	·	·
CCN(CC)c1ccc(C(=O)N2CCC(c3ccncc3)CC2)cc1	2%	·	·	·
CCCCC(=O)N1CCc2cc(OC)c(OC)cc2C1COc1ccc(C(=O)OCC)cc1 (centres undefined)	0%	·	·	·
O=C(NCc1ccccc1)c1cc(Sc2cccc(Cl)c2)nc2ccccc12	?	·	·	·
Cc1cc(C)c(NC(=O)c2nc3ccccc3nc2N2CCCCC2)c(C)c1	1%	·	·	·
COc1ccc(-c2ccc(=O)n(CC(=O)Nc3cc(OC)ccc3OC)n2)cc1	?	·	·	·
Cc1ccc(C2c3c(oc4ccccc4c3=O)C(=O)N2c2nnc(C)s2)cc1 (centres undefined)	19%	·	·	·

Next part.
SMILES	BCR signal inh	FBPA coupling cs	PKM2 activator	Eya2 inh
CCN(C(=O)Cc1c(C(=O)O)c(C)cn1C)c1cccc(Cl)c1	-6%	·	·	·
CCCOc1ccc(OC(=O)c2c(-c3ccccc3Cl)noc2C)cc1	?	·	·	·
COc1ccc(-c2nnc(SCC(=O)Nc3ccc(C)c(Cl)c3)nc2-c2ccc(OC)c(OC)c2)cc1OC	-15%	·	·	·
Cc1ccc(-n2ncc3c(NCCCN4CCOCC4)ncnc32)cc1C	14%	·	·	·
CC1CCCN(S(=O)(=O)c2cc3c4c(c2)CC(=O)N4CCC3)C1 (centres undefined)	-13%	·	·	·
Cc1cccc(C(=O)Nc2c3c(nn2-c2ccc(Cl)cc2)CS(=O)(=O)C3)c1	?	·	·	·
Cc1ccc2nc(N(Cc3cccnc3)C(=O)C3COc4ccccc4O3)sc2c1 (centres undefined)	5%	·	·	·
CCCCNC(=O)C1CCC(CNS(=O)(=O)c2ccc(Cl)cc2)CC1 (centres undefined)	-1%	·	·	·
CCc1ccc(NC(=O)CSC2=Nc3ccccc3C3=NC(CC(=O)NCc4ccccc4)C(=O)N23)cc1 (centres undefined)	?	·	·	·
COCCNC(=O)c1ccc2c(c1)ncn2-c1cc(C)ccc1OC	0%	·	·	·
COc1cccc(N2CC(NC(=O)c3cccc(OC)c3OC)CC2=O)c1 (centres undefined)	-18%	·	·	·
COc1ccc(OC)c(NC(=O)CSC2=Nc3ccccc3C3=NC(CC(=O)NCc4ccc(F)cc4)C(=O)N23)c1 (centres undefined)	?	·	·	·
CC(=O)c1cc(-c2ccccc2)n(CC(=O)NCCc2ccc(C)cc2)c1C	?	·	·	·
CC(C)CN(CCCNC(=O)c1cc(=O)[nH]c2ccc(S(=O)(=O)N3CCCC3)cc12)CC(C)C	?	·	·	·
Cc1ccc(-c2nnc(SCC(=O)c3ccc(Cl)cc3)n2-c2ccccc2)cc1	?	·	·	·
COc1ccc(CCNC(=O)CCSCc2ccccc2Cl)cc1OC	?	·	·	·
CCOc1ccc(NC(=O)CSc2nc(=O)[nH]c3c2CCC3)cc1	1%	·	·	·
CCN(CC)C(=O)c1sc2c(c1C)c(=O)n(-c1ccc(Cl)c(Cl)c1)c(=O)n2Cc1cc(=O)n2ccccc2n1	-3%	·	·	·
CCc1nc2ccc(C(=O)NCc3ccc(OC)c(OC)c3)cc2nc1CC	?	·	·	·
CCc1ccc(C2C(C(=O)Nc3ccccc3)=C(C)Nc3nc(SCC(=O)c4ccc(C)cc4)nn32)cc1 (centres undefined)	-14%	·	·	·
CC1CCC(NC(=O)c2ccc3c(c2)N(Cc2cccc(Cl)c2)C(=O)c2ccccc2S3(=O)=O)CC1 (centres undefined)	0%	·	·	·
CC(NC(=O)c1cc(Sc2ccc(F)cc2F)nc2ccccc12)c1ccccc1 (centres undefined)	?	·	·	·
O=C(O)c1ccc2nc(-c3cc4cc(Cl)ccc4oc3=O)[nH]c2c1	?	·	·	·
CC(C)CN(CC(C)C)S(=O)(=O)c1ccc(C(=O)Nc2sc3c(c2C(N)=O)CCN(C(C)C)C3)cc1	8%	·	·	·
COc1cccc2sc(N(Cc3cccnc3)C(=O)COc3ccccc3)nc12	?	·	·	·
COc1ccc(OC)c(-n2cnc3cc(C(=O)NC4CCCC4)ccc32)c1	-29%	·	·	·
COc1cccc(NS(=O)(=O)c2ccc(-c3cc(C)no3)s2)c1	7%	·	·	·
O=C(CCC1N=C2c3ccccc3N=C(SCc3cccc(Cl)c3)N2C1=O)NCc1cccs1 (centres undefined)	9%	·	·	·
CCCC(=O)N1CCc2cc(OC)c(OC)cc2C1COc1ccc(C(=O)OC)cc1 (centres undefined)	-2%	·	·	·
Cc1cccc(NC(=O)c2ccc(F)c(S(=O)(=O)N3CCN(c4ccc(F)cc4)CC3)c2)c1	-1%	·	·	·
CCOC(=O)c1c(S(=O)(=O)N2CCCC(C(=O)N3CCN(c4cccc(C)c4C)CC3)C2)c(C)n(C)c1C (centres undefined)	?	·	·	·
